Bioassay records: PubChem, The Scripps Research Institute Molecular Screening Center
sPLA2-III inh: Inhibits HGIII-sPLA2 liposome hydrolysis, primary screen | QFRET BODIPY PC-A2 liposome hydrolysis, fluorescence | inhibition, % at 12.2 µM | 0.56% of 370,000 active | AID 743126;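 active means inhibition above mean plus 3 SD of compounds lying within the high and low control bounds, cut at about 19% in these data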;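 further: 0% = median of test compound wells and 100% = no enzyme DMSO wells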
Target sequence (Q9NZ20 whole entry, looked up): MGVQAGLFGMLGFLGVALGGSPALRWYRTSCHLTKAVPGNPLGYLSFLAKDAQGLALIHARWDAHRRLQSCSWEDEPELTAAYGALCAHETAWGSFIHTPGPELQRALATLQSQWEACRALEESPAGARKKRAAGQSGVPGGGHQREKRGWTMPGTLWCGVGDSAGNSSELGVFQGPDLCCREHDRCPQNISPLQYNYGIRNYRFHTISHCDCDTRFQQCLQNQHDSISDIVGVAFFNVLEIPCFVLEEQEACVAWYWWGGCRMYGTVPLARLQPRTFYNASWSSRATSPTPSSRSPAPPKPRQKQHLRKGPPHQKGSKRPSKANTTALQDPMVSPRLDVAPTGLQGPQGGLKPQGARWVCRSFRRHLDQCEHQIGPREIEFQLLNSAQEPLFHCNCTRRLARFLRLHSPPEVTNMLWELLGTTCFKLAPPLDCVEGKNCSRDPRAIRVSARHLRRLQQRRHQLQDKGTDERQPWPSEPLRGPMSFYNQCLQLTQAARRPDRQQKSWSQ
DAX1 inh-1: blocks DAX1 repression of SF-1 activated StAR promoter; HEK293T StAR-luciferase reporter, SF-1/DAX-1 repression relief; inhibition, % at 6.8 µM; 1.1% of 370,000 active; AID 652010;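 active means inhibition above the mean over all tested compounds plus 3 SD, cut at about 3.6% in these data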;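 further: 0% = DAX-1 cells with DMSO and 100% = cells lacking DAX-1 with DMSO; higher inhibition means more luminescence from relief of DAX-1 repression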
PLC-gamma1 inh: PLC-gamma1 (human) inhibition, primary screen; purified PLC-gamma1, fluorogenic substrate, fluorescence; inhibition, % at 12.2 µM; 0.84% of 370,000 active; P19174; in the data active means inhibition above about 9.5%
ADAM17 inh: inhibits human ADAM17. AID 720648. inhibition, % at 6.95 µM. P78536. 0.83% of 370,000 active. recombinant ADAM17, EDANS/DABCYL FRET peptide cleavage;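 active means inhibition above the mean of compounds lying between control limits plus 3 SD, set per campaign, cut at about 8.5% in these data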;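 further: 0% = DMSO-only wells as the low control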
ADAM10 inh: inhibitors of human ADAM10; recombinant ADAM10, EDANS/DABCYL FRET peptide cleavage, 3 h; inhibition, % at 7 µM; 0.62% of 370,000 active; AID 720582;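 active means inhibition above a per-campaign cutoff equal to the mean of compounds falling between control-based bounds plus 3 SD, cut at about 20% in these data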;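 further: 0% = DMSO wells while the 100% control is not disclosed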
Target sequence (O14672 214-748 limits assumed): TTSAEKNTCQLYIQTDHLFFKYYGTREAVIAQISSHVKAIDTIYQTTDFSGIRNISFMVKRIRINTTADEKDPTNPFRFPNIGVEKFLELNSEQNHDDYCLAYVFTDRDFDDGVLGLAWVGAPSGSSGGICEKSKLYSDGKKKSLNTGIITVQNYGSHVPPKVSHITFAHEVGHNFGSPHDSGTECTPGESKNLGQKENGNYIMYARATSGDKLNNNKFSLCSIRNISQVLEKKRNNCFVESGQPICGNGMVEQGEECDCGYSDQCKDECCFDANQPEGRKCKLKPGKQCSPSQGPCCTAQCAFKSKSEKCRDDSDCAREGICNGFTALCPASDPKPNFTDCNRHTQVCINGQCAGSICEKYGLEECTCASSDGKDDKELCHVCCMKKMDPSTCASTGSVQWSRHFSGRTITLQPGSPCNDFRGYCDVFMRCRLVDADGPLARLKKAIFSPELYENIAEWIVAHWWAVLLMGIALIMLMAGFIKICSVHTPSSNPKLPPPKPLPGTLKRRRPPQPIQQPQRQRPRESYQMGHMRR
ssDAF-12 act: activates DAF-12 receptor from parasite S. stercoralis | 1% of 370,000 active | HEK293 ssDAF-12/GRIP1 lit1-tk-luc reporter, luminescence; % of 3 µM dafachronic acid response | AID 652126 | activation, % at 6.8 µM;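 active means activation above the mean over all tested compounds plus 3 SD, cut at about 0.9% in these data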;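 further: 0% = DMSO-only wells and 100% = 3 µM delta7-dafachronic acid wells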
hcDAF-12 act: H. contortus DAF-12 activation, primary screen; HEK293 hcDAF-12 lit1-tk-luc reporter, luminescence; 0% DMSO, 100% Δ7-dafachronic acid; 1.4% of 370,000 active; activation, % at 6.8 µM;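 active means activation above the mean of all tested compounds plus 3 SD, cut at about 5.5% in these data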;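 further: 100% = response to 3 µM Δ7-dafachronic acid high control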
PLCb3 inh: inhibitors of human phospholipase C beta3; inhibition, % at 12.2 µM; 0.18% of 370,000 active; Purified PLC-beta3, fluorogenic substrate, fluorescence; in the data active means inhibition above about 11%;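 further: 0% = median of compound wells on plate and 100% = full blocker control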
DAX1 inh-2: NR0B1 (DAX1) inhibition. P51843. HEK293 Gal4-DAX1 luciferase reporter, luminescence. inhibition, % at 6.75 µM. 0.99% of 340,000 active. AID 504766;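 active means inhibition above the mean over all tested compounds plus 3 SD, cut at about 4.2% in these data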;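 further: 0% = DAX1-transfected cells with DMSO and 100% = empty-vector control cells with DMSO; inhibition shows as a rise in luminescence from relieved DAX1 repression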
GAA850 FXN act: increases GAA850 frataxin promoter reporter activity. HEK293 lucGAA850 FXN promoter luciferase reporter, 24 h; percent of 10 µM SAHA response. activation, % at 6 µM. 0.56% of 360,000 active;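 active means activation above the average of all compounds screened plus 3 SD, cutoff fixed separately per campaign, cut at about 7.5% in these data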;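 further: 0% = DMSO wells and 100% = 10 µM SAHA wells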
hgDAF12 agonist: activates the H. glycines DAF-12 receptor ligand-binding domain | 1.8% of 370,000 active | HEK293 GAL4-hgDAF12 UAS-luciferase reporter, agonist luminescence; normalized to butyrate control | activation, % at 6.8 µM;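 active means activation above a cutoff set at the mean of all screened compounds plus 3 SD, cut at about 10% in these data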;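 further: 0% = DMSO wells and 100% = sodium butyrate wells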
An asterisk follows results filed as active; . = no result given.

SMILES	sPLA2-III inh	DAX1 inh-1	PLC-gamma1 inh	ADAM17 inh	ADAM10 inh	ssDAF-12 act	hcDAF-12 act	PLCb3 inh	DAX1 inh-2	GAA850 FXN act	hgDAF12 agonist
Cc1cc(C)nc(SCC(=O)Nc2ccc(N3CCOCC3)c(Cl)c2)n1	3	-4.2	-5	-3	-3	-1.8	-3.1	3	-1.0	0.6	-5.6
CCOC(=O)N1CCC(c2cc(=O)n3[nH]c(-c4ccccc4)cc3n2)CC1	-32	1.0	-5	-5	-29	-1.5	-0.6	0	-0.1	0.9	0.8
COC(=O)c1ccc2c(=O)n(NC(=O)C(c3ccccc3)c3ccccc3)c(=S)[nH]c2c1	1	-0.8	0	-4	-3	-1.5	-0.9	2	-0.1	-2.6	0.4
O=C(NCCCN1CCCC1=O)c1ccc(CNS(=O)(=O)c2ccc(F)cc2)cc1	72*	0.3	7	7	5	-0.9	1.1	9	0.6	0.9	-0.8
COc1cc(OC)cc(C(=O)NCc2cc(C)nc3ccccc23)c1	0	-0.8	0	-5	-8	-1.6	-1.6	-1	-0.1	1.3	-0.3
N=C(CC1CC(=O)NC(=O)C1)C1=C(O)CCCC1=O	16	1.0	0	-3	-7	-1.5	-1.5	0	-0.6	0.5	-4.4
Cc1cc(C)n2ncnc2n1	3	-0.5	1	-3	5	0.2	-0.6	0	0.1	0.0	0.1
COc1ccc(C(C)(NC(C)=O)c2nc(-c3cccnc3)cs2)cc1 (stereo unspecified)	5	0.6	-1	1	-10	-0.4	0.8	4	.	-0.2	0.5
Cc1ccccc1NC(=O)CN1C(=O)S/C(=C\c2ccc(-c3cc(C(=O)O)ccc3C)o2)C1=O	-7	-0.1	-7	-2	-6	-1.0	-0.9	-11	0.1	0.5	0.8
CC(C)CCN(C)C1CCN(S(=O)(=O)c2ccc(F)cc2)CC1	9	-0.1	2	-4	-20	-1.7	-1.5	2	-0.2	1.6	2.2
Cn1nnnc1SCC(=O)Nc1cccc(S(=O)(=O)N2CCCC2)c1	-1	0.3	3	-1	5	-1.8	-1.3	-3	-0.4	1.5	8.2
Cc1ccc(C)c(CN2C(=O)CSc3ccc(C(=O)NCC(C)CN4CCC(C)CC4)cc32)c1 (stereo unspecified)	-3	-0.1	0	0	-10	-1.7	0.2	-3	-0.6	1.1	-0.6
NC(N)=NS(=O)(=O)c1ccc(NC(=S)Nc2ccc(F)cc2)cc1	0	-0.6	-1	-4	-1	-0.9	-2.1	-1	0.8	0.7	-0.5
CN(C)Cc1ccccc1Sc1ccccc1Br	0	0.1	7	5	2	-0.8	0.6	5	1.0	0.5	-1.0
Cn1c(C(=O)NCc2ccc3c(c2)OCO3)cc2sccc21	-3	-0.9	-1	-3	-2	-1.2	6.2*	5	0.4	4.5	0.8
COc1cccc(CNC(=O)C2CCCN(c3cnccn3)C2)c1 (stereo unspecified)	-3	0.3	-23	-11	-36	-0.9	0.2	-36	-0.5	-1.7	0.9
C=CCN1C(=O)N(c2ccccc2)C(=O)C1CC(=O)Nc1ccc(OC)cc1 (stereo unspecified)	3	0.2	6	8	6	-1.1	3.3	-5	-1.0	2.2	2.6
CN(c1ccccc1)S(=O)(=O)c1cc(C(=O)OCC(=O)c2c(N)n(C)c(=O)n(C)c2=O)ccc1Cl	1	-0.3	-3	5	-5	-1.8	-0.1	-9	-0.9	-0.7	-0.1
COc1ccc(/C=C/c2c([N+](=O)[O-])c(=O)n(C)c(=O)n2C)c(OC)c1OC	1	-0.6	3	-1	-5	-1.0	-0.6	4	0.1	0.2	-2.5
CCOC(=O)C1=C(C)N2C(=C(C#N)[C@@H]1c1ccc(C(=O)OC)cc1)SC[C@@]2(O)C(C)(C)C	-5	-0.2	-4	-5	0	-0.7	-0.6	-5	1.6	0.8	-2.5
COc1cc2c(cc1OC)C(C)N(C(=O)c1nccnc1C(=O)O)CC2 (stereo unspecified)	1	0.4	-9	-13	-8	-1.6	-0.1	-13	-0.8	-0.3	5.1
COC(=O)C1C2C=CC3(CN(C4CCCC4)C(=O)C13)O2 (stereo unspecified)	0	0.7	1	-3	-7	-0.7	-1.9	0	-0.6	1.4	-0.3
Cn1c(NCc2ccc(Cl)cc2)nc2ccccc21	2	2.5	0	-4	6	1.5*	5.5	2	1.0	4.7	13*
COc1cc(C2CC(=O)Oc3cc(C)cc(C)c32)cc(OC)c1OC (stereo unspecified)	6	-0.4	-2	-3	-8	-0.9	-1.9	2	-0.7	0.0	-0.5
CCOC(=O)c1c(NC(=O)CSc2nc3ccccc3[nH]2)sc2c1CC(C)(C)NC2(C)C	-41	-1.0	7	-8	-4	-1.1	-0.7	-15	-1.1	-1.6	-0.8

10 neighbouring records already listed, for reference:
SMILES	sPLA2-III inh	DAX1 inh-1	PLC-gamma1 inh	ADAM17 inh	ADAM10 inh	ssDAF-12 act	hcDAF-12 act	PLCb3 inh	DAX1 inh-2	GAA850 FXN act	hgDAF12 agonist
COc1cccc(CNC(=O)C2CCCN(c3cnccn3)C2)c1 (stereo unspecified)	-3	0.3	-23	-11	-36	-0.9	0.2	-36	-0.5	-1.7	0.9
C=CCN1C(=O)N(c2ccccc2)C(=O)C1CC(=O)Nc1ccc(OC)cc1 (stereo unspecified)	3	0.2	6	8	6	-1.1	3.3	-5	-1.0	2.2	2.6
CN(c1ccccc1)S(=O)(=O)c1cc(C(=O)OCC(=O)c2c(N)n(C)c(=O)n(C)c2=O)ccc1Cl	1	-0.3	-3	5	-5	-1.8	-0.1	-9	-0.9	-0.7	-0.1
COc1ccc(/C=C/c2c([N+](=O)[O-])c(=O)n(C)c(=O)n2C)c(OC)c1OC	1	-0.6	3	-1	-5	-1.0	-0.6	4	0.1	0.2	-2.5
CCOC(=O)C1=C(C)N2C(=C(C#N)[C@@H]1c1ccc(C(=O)OC)cc1)SC[C@@]2(O)C(C)(C)C	-5	-0.2	-4	-5	0	-0.7	-0.6	-5	1.6	0.8	-2.5
COc1cc2c(cc1OC)C(C)N(C(=O)c1nccnc1C(=O)O)CC2 (stereo unspecified)	1	0.4	-9	-13	-8	-1.6	-0.1	-13	-0.8	-0.3	5.1
COC(=O)C1C2C=CC3(CN(C4CCCC4)C(=O)C13)O2 (stereo unspecified)	0	0.7	1	-3	-7	-0.7	-1.9	0	-0.6	1.4	-0.3
Cn1c(NCc2ccc(Cl)cc2)nc2ccccc21	2	2.5	0	-4	6	1.5*	5.5	2	1.0	4.7	13*
COc1cc(C2CC(=O)Oc3cc(C)cc(C)c32)cc(OC)c1OC (stereo unspecified)	6	-0.4	-2	-3	-8	-0.9	-1.9	2	-0.7	0.0	-0.5
CCOC(=O)c1c(NC(=O)CSc2nc3ccccc3[nH]2)sc2c1CC(C)(C)NC2(C)C	-41	-1.0	7	-8	-4	-1.1	-0.7	-15	-1.1	-1.6	-0.8

Going on with the list:
SMILES	sPLA2-III inh	DAX1 inh-1	PLC-gamma1 inh	ADAM17 inh	ADAM10 inh	ssDAF-12 act	hcDAF-12 act	PLCb3 inh	DAX1 inh-2	GAA850 FXN act	hgDAF12 agonist
CC1=CC(C)C(C(=O)O)C(C(=O)O)C1 (stereo unspecified)	-2	0.8	-3	-1	-1	-1.9	1.3	2	-0.5	1.1	-1.5
CC1=Nc2ccccc2/C1=C/c1c(N)n2c(S(=O)(=O)CC(C)C)nsc2nc1=O	-43	0.2	-14	-6	-19	-0.4	5.0	-19	0.9	3.3	0.6
Cc1noc(/C=C/N(C)C)c1S(=O)(=O)N(C)Cc1ccc(F)cc1	-4	-0.5	-5	-2	-2	-1.1	-1.1	-11	-0.7	1.9	0.7
CC1(C)CC(NS(=O)(=O)c2ccccc2)CC(C)(C)N1	2	0.1	1	-5	0	-0.9	0.1	-1	0.5	1.0	3.2
COC(=O)c1scc(S(C)(=O)=O)c1-n1cccc1	9	0.3	-1	-2	1	-0.4	0.0	-7	.	0.7	-0.1
CN(C)S(=O)(=O)c1cccc(NC(=O)COC(=O)CNC(=O)c2ccccc2F)c1	4	0.1	-1	-3	6	-0.9	-0.3	-4	0.2	-0.4	1.3
CC12CC3CC(C)(C1)CC(C(=O)NC1=NCCS1)(C3)C2	2	-0.3	2	0	-3	-1.0	-0.3	3	-2.7	2.0	0.8
COc1ccc(C(=O)Nc2ccc(S(=O)(=O)N3CCN(C)CC3)cc2)cc1[N+](=O)[O-]	-6	-1.1	-1	-1	-4	-1.1	-1.7	-5	0.4	-1.9	2.0
Cc1nn(-c2ccccc2)c(C)c1N	3	-0.3	2	0	0	-1.0	-1.6	3	1.2	1.4	0.6
COc1ccccc1CNC(=O)C1CCCN(S(=O)(=O)c2cnc[nH]2)C1 (stereo unspecified)	3	0.0	0	-4	-5	-1.6	-0.8	-3	1.9	-0.4	-0.1
CCCn1c(N)c(N(CCOC)C(=O)c2ccc(-c3ccccc3)cc2)c(=O)[nH]c1=O	13	0.4	0	-7	-16	-0.7	-0.1	-2	-0.8	-0.8	-2.9
Cc1noc(C)c1S(=O)(=O)N(CC(=O)NCc1ccc(F)cc1)c1ccc(C(C)C)cc1	1	0.4	4	2	1	-1.4	2.6	0	-0.1	-1.6	0.5
O=C(Nc1ccn(CCCN2CCN(Cc3cccc4ccccc34)CC2)c(=O)n1)OCc1ccccc1	-17	-2.3	0	-2	-5	-1.0	-2.9	1	0.2	-2.5	-4.2
CCC1(C)Cc2ccccc2-c2nc3n(c(=O)c21)CCCCC3 (stereo unspecified)	-3	-0.3	-3	-2	1	-1.7	-1.1	0	0.8	0.5	-3.3
COc1cc(C(=O)NC2CCCCN(Cc3ccc(Cl)cc3)C2=O)cc(OC)c1OC (stereo unspecified)	5	-1.5	2	-6	-6	-0.6	-3.5	-3	.	.	-3.0
O=C(N/N=C/c1ccco1)c1cccc(N2CCCC2=O)c1	4	1.8	-3	-3	-18	0.3	5.4	-1	-0.7	2.2	11*
CC(=O)Nc1ccc(Nc2ccc([N+](=O)[O-])cn2)cc1	3	-0.2	3	6	-2	-1.4	-1.7	-1	-2.0	0.6	-1.4
COc1cccc(-c2nc(CS(=O)(=O)CC(=O)Nc3cccc(C(C)=O)c3)c(C)o2)c1	-25	-0.1	-5	-2	8	0.0	0.5	-10	-0.4	-3.2	-1.4
CCCN1CCN(CCCNC(=O)c2cc3c(=O)n(C)c4ccccc4c3n2C)CC1	3	1.8	-1	-10	-45	-0.7	0.8	1	8.4*	3.7	0.4
C=CCNC(=S)NS(=O)(=O)c1cccs1	1	-0.4	-3	0	3	-1.1	-0.6	1	-0.7	-0.4	-0.3
CN(CC1COc2ccccc2O1)C(=S)NC1CCCCC1 (stereo unspecified)	7	0.4	2	-3	-1	-1.3	-0.7	-5	0.0	2.5	3.5
